Bioassay records from PubChem.
Rpn11 inh = inhibitors of human proteasome Rpn11; human 26S proteasome, Ub4-pepOG fluorescence polarization; 20S core pre-blocked with epoxomicin; calls only at 20 µM; O00487; actives 0.59% (n = 360,000); AID 588493;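 active = inhibition at 20 µM, scaled to each plate's controls, above about 33%, limit read from the data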
PABP1 MLLE inh = inhibitors of microRNA-mediated deadenylation, human PABP1 MLLE binding; GST-MLLE / FITC-PAM2 fluorescence polarization; P11940; AID 588489; inhibition, % at 20 µM; actives 0.36% (n = 360,000); in the data active = inhibition above about 35%, passing the limit was not always enough;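 note: plate controls were DMSO wells with GST-MLLE for no effect and wells lacking GST-MLLE protein for full effect; some results filed as inactive read as strong as hits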
LMPTP inh = LMPTP (human) inhibition | recombinant LMPTP-A, OMFP fluorogenic substrate, fluorescence intensity | AID 651560 | actives 0.22% (n = 360,000) | inhibition, % at 20 µM;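 active = compounds that cut the enzyme signal by at least half of the control window in the single-dose screen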;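 note: plate controls were DMSO wells with enzyme plus substrate for no effect and substrate without enzyme for full effect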
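material = LMPTP-A | quantity = 0.625 nM enzyme | reagent = OMFP substrate, 400 µM final | buffer or medium = Bis-Tris pH 6.0, DTT, detergent | detection = endpoint fluorescence intensity from OMFP dephosphorylation | dosing = single 20 µM dose | read-out basis = % inhibition relative to no-enzyme and uninhibited control wells | control set = no-enzyme and uninhibited controls | timing = 50 min at room temperature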
TbMetRS inhib = blocks T. brucei methionyl-tRNA synthetase activity | purified T. brucei MetRS, ATP depletion, Kinase-Glo luminescence | inhibition, % at 11.9 µM | actives 0.4% (n = 360,000) | AID 624268;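 active = inhibition above a per-plate cutoff of the control wells' mean inhibition plus 3 SD, cut at about 5.5% in these data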;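 note: 0% = DMSO wells median and 100% = median of wells with control inhibitor compound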
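Material: T. brucei methionyl-tRNA synthetase, purified; reagent: substrates ATP, L-methionine and bulk Escherichia coli tRNA; dosing: 11.9 µM single point; timing: 15 min plus 2 h at 25 °C; detection: luminescence of leftover ATP; evaluation: % inhibition; control set: DMSO-only wells as low control; replicates: singlicate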
SUMO1-SIM PPI = SUMO1-SIM interaction modulation; SUMO1 binding to a labelled peptide, TR-FRET, 1 h; inhibition, % at 20 µM; P63165; actives 0.33% (n = 360,000); AID 602429; in the data active = inhibition above about 37%
CSN inh = blocks human CSN-mediated cullin deneddylation; Q92905; Purified CSN, SCF-Nedd8-OG deneddylation, fluorescence polarization; inhibition, % at 12.5 µM; actives 0.38% (n = 360,000);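 active = pattern-corrected inhibition above about 35%, with an unprinted fluorescence ratio check between 0.5 and 1.5, limit read from the data, passing the limit was not always enough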;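 note: 0% = enzyme with substrate and 100% = substrate without enzyme; some results filed as inactive read as strong as hits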
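Material: human Csn5 produced in HEK293T cells; Input: enzyme 0.24 nM; Reagent: SCFSkp2-Nedd8OG substrate at 10 nM final; Dosing: 12.5 µM compound; Incubation: 90 min reaction at room temperature; Detection: fluorescence polarization of the substrate; Evaluation: % inhibition of substrate cleavage by Csn5; Control set: substrate-only high control, full reaction low control.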
NadD block = NadD (S. aureus) enzyme inhibition | purified NadD enzyme, colorimetric absorbance read-out | inhibition, % at 20 µM | actives 0.78% (n = 360,000); in the data active = inhibition above about 26%; note: some compounds past the cut are filed as inactive
STEP block = STEP (human) phosphatase inhibition; P54829; recombinant STEP, OMFP fluorogenic substrate, fluorescence; inhibition, % at 20 µM; actives 0.25% (n = 360,000);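 active = inhibition at 20 µM, scaled per plate between control wells, above about 37%, limit read from the data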;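 note: 0% = DMSO with enzyme and substrate and 100% = substrate only without enzyme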
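medium = Bis-Tris buffer pH 6.0, 2.5 mM DTT, 0.005% Tween 20 | test system = STEP (striatal-enriched tyrosine phosphatase) enzyme, cell-free | measure = normalized % inhibition | compound dosing = 20 µM, 1% DMSO | also added = 25 µM OMFP | schedule = reaction 20 min, ambient temperature | measured by = fluorescence read at 480 nm ex / 540 nm em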
DNMT1 inh = DNMT1 (human) enzyme inhibition; AID 588458; inhibition (reported as % activation of signal), % at 10 µM; DNMT1 molecular beacon, Hinp1I cleavage, fluorescence; actives 0.83% (n = 360,000); in the data active = inhibition above about 50%
Target sequence (P26358 504-1616 limits assumed): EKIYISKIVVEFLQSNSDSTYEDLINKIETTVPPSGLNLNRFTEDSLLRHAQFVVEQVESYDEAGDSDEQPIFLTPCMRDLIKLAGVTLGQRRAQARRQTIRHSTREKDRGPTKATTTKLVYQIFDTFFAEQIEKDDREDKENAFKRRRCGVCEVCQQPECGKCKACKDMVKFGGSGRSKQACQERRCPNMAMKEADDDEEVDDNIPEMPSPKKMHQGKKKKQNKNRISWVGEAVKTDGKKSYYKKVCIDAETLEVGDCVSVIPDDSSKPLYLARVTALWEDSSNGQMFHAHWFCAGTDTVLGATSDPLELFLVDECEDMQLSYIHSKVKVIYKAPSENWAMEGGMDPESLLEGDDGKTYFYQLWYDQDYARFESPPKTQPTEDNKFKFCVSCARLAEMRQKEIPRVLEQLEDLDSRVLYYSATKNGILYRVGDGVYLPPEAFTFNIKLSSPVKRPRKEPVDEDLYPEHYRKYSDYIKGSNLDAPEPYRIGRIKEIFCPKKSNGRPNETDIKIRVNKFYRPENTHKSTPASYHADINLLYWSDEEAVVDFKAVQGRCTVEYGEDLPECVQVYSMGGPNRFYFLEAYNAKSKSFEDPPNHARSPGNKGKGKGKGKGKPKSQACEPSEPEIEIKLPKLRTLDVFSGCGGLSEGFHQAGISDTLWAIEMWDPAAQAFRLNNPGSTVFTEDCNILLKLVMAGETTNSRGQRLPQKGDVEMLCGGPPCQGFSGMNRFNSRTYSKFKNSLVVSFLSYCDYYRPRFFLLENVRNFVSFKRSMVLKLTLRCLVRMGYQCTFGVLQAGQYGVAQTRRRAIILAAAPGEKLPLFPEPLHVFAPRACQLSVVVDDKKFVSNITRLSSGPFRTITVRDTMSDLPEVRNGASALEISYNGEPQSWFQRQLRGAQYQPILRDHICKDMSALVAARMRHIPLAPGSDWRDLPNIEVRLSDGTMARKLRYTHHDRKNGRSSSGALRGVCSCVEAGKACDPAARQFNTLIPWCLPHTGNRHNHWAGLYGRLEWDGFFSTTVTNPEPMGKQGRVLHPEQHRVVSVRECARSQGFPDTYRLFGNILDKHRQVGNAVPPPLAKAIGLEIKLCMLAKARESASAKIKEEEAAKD
Scp-1 inhibitor = blocks human Scp-1 phosphatase activity | inhibition, % at 20 µM | Q9GZU7 | Recombinant Scp1, phosphopeptide, malachite green phosphate absorbance | AID 493091 | actives 0.88% (n = 340,000);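 active = inhibition above about 50% at 20 µM, limit read from the data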;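 note: plate controls were DMSO wells with enzyme for no effect and wells lacking enzyme for full effect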
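System: truncated SCP-1 phosphatase (76-261aa); medium: Tris acetate buffer pH 5.5 with MgCl2 and Tween-20; incubation: 45 min room-temperature reaction, 5 min colour, 30 min stabiliser; compound: single 20 µM dose, 1% DMSO; reagent: Phosphorylated 17-residue peptide substrate; read-out: % inhibition at 20 µM; technique: colorimetric free-phosphate detection, absorbance 630 nm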
An asterisk follows results filed as active.

COc1ccc(OC)c(NC(=O)CCCSc2ccccc2)c1 was read as Rpn11 inh inactive, PABP1 MLLE inh 3, LMPTP inh 0.9, TbMetRS inhib 0.2, SUMO1-SIM PPI 2, CSN inh -4, NadD block -3, STEP block 1, DNMT1 inh -6 and Scp-1 inhibitor -7.
`COc1ccc(CCN(C)Cc2c(O)ccc3ccccc23)cc1OC` gave Rpn11 inh inactive, PABP1 MLLE inh 21, LMPTP inh 2.1, TbMetRS inhib -0.1, SUMO1-SIM PPI -6, CSN inh 3, NadD block -10, STEP block 2, DNMT1 inh -3 and Scp-1 inhibitor -12.
Screening Cc1cccc(-n2cc(-c3ccccc3)c3c(=O)[nH]cnc32)c1 returned Rpn11 inh inactive, PABP1 MLLE inh 13, LMPTP inh -0.6, TbMetRS inhib -0.1, SUMO1-SIM PPI 10, CSN inh 1, NadD block -4, STEP block -2, DNMT1 inh -2 and Scp-1 inhibitor -6.
Screening COc1ccc(NC(=O)c2ccc3nc[nH]c3c2)c(OC)c1 returned Rpn11 inh inactive, PABP1 MLLE inh 1, LMPTP inh 1.2, TbMetRS inhib -0.3, SUMO1-SIM PPI 7, CSN inh 3, NadD block 0, STEP block 1, DNMT1 inh 0 and Scp-1 inhibitor -12.
`OCCN1CCN(CCOc2cccc(Cl)c2)CC1` gave Rpn11 inh inactive, PABP1 MLLE inh 2, LMPTP inh -0.6, TbMetRS inhib 0.0, SUMO1-SIM PPI 1, CSN inh 3, NadD block -5, STEP block -2, DNMT1 inh -2 and Scp-1 inhibitor -2.
`N#C/C(=C/c1ccc(N2CCCCC2)o1)C(=O)NCCc1c[nH]c2ccccc12` gave PABP1 MLLE inh -31, LMPTP inh 14, TbMetRS inhib -0.6, SUMO1-SIM PPI -59, CSN inh 96, NadD block 11, STEP block -19, DNMT1 inh -4 and Scp-1 inhibitor 0.
For Cc1cc(C)nc(SCC(=O)Nn2cnnc2)n1 the results were Rpn11 inh inactive, PABP1 MLLE inh -7, LMPTP inh -2.2, TbMetRS inhib -0.9, SUMO1-SIM PPI -1, CSN inh 1, NadD block 0, STEP block 2, DNMT1 inh 1 and Scp-1 inhibitor -5.
COc1ccc2c(c1)SC(C)CC2=O (stereo not drawn) was read as Rpn11 inh inactive, PABP1 MLLE inh -1, LMPTP inh 0.8, TbMetRS inhib -0.6, SUMO1-SIM PPI -1, CSN inh -3, NadD block 1, STEP block -5, DNMT1 inh 0 and Scp-1 inhibitor 4.
`O=C(CN1C(=O)/C(=C/c2ccccc2)SC1=S)Nc1cccnc1` gave Rpn11 inh inactive, PABP1 MLLE inh 9, LMPTP inh 1.0, TbMetRS inhib 0.0, SUMO1-SIM PPI -17, CSN inh -2, NadD block 28, STEP block -2, DNMT1 inh -7 and Scp-1 inhibitor -5.
CN1CCN(NC(=O)c2cc(Br)ccc2Cl)CC1 was read as Rpn11 inh inactive, PABP1 MLLE inh 7, LMPTP inh 1.5, TbMetRS inhib -0.3, SUMO1-SIM PPI 0, CSN inh -3, NadD block -11, STEP block 3, DNMT1 inh 5 and Scp-1 inhibitor 1.
Screening COc1ccc(/C=C/C(=O)c2cccc(-n3cnnn3)c2)cc1O returned Rpn11 inh inactive, PABP1 MLLE inh 8, LMPTP inh 0.8, TbMetRS inhib -0.5, SUMO1-SIM PPI -8, CSN inh 7, NadD block -8, STEP block 0, DNMT1 inh -1 and Scp-1 inhibitor 1.
Screening O=C(CCc1nnc2ccc(N3CCCC3)nn12)Nc1ccc(F)c(F)c1 returned Rpn11 inh inactive, PABP1 MLLE inh 16, LMPTP inh -1.0, TbMetRS inhib -0.6, SUMO1-SIM PPI -15, CSN inh 0, NadD block 0, STEP block -3, DNMT1 inh 1 and Scp-1 inhibitor 0.
Screening C[C@@H]1CNC(=O)c2c(C(=O)Nc3ccc(CNC(=O)OC(C)(C)C)cc3)ncn21 returned Rpn11 inh inactive, PABP1 MLLE inh 2, LMPTP inh -0.2, TbMetRS inhib 0.2, SUMO1-SIM PPI 7, CSN inh -2, NadD block 12, STEP block 0 and DNMT1 inh -3.
Screening COC(=O)C1=CN(c2c(C)cc(C)cc2C)C(N)=C(C#N)C1c1cccc(F)c1 (stereo not drawn) returned LMPTP inh 3.7, TbMetRS inhib 0.6, SUMO1-SIM PPI 2 and CSN inh 3.
Cc1c(Cl)cccc1NCC(=O)NN=C1CCCC1 was read as Rpn11 inh inactive, PABP1 MLLE inh -9, LMPTP inh -0.9, TbMetRS inhib -0.7, SUMO1-SIM PPI 3, CSN inh -1, NadD block -6, STEP block -2, DNMT1 inh 3 and Scp-1 inhibitor -6.
O=C(O)C1C2CCC(C2)C1C(=O)Nc1cccc([N+](=O)[O-])c1 (stereo not drawn) was read as Rpn11 inh inactive, PABP1 MLLE inh 9, LMPTP inh -1.2, TbMetRS inhib 3.1, SUMO1-SIM PPI -11, CSN inh -4, NadD block 1, STEP block 0, DNMT1 inh -1 and Scp-1 inhibitor -8.
`COc1cccc(C(c2c(NC(=O)c3ccco3)sc(C)c2C)N2CCOCC2)c1` (stereo not drawn) gave Rpn11 inh inactive, PABP1 MLLE inh 20, LMPTP inh 3.0, TbMetRS inhib -0.2, SUMO1-SIM PPI -3, CSN inh -1, NadD block 1, STEP block 0, DNMT1 inh 0 and Scp-1 inhibitor 0.
CCC(c1nnnn1-c1c(C)cccc1C)N1CCCN(Cc2ccc(F)cc2)CC1 (stereo not drawn) was read as LMPTP inh -0.1, TbMetRS inhib -1.1, SUMO1-SIM PPI 3, CSN inh -5 and NadD block -9.
O=C(O)c1cccc(NC(=O)c2cccc(S(=O)(=O)N3CCCCC3)c2)c1 was read as Rpn11 inh inactive, PABP1 MLLE inh -19, LMPTP inh 0.4, TbMetRS inhib -0.7, SUMO1-SIM PPI 0, CSN inh -4, NadD block 1, STEP block 0, DNMT1 inh -2 and Scp-1 inhibitor -7.
For O=C(Nc1nc(-c2ccccc2)cs1)c1ccc(=O)[nH]c1 the results were Rpn11 inh inactive, PABP1 MLLE inh -33, LMPTP inh -0.1, TbMetRS inhib -0.6, SUMO1-SIM PPI 6, CSN inh 3, NadD block -3, STEP block -2, DNMT1 inh -5 and Scp-1 inhibitor -1.
For Cc1cc(C(F)(F)F)n2nc(-c3sccc3-n3cccc3)cc2n1 the results were Rpn11 inh inactive, PABP1 MLLE inh -2, LMPTP inh 1.6, TbMetRS inhib -1.0, SUMO1-SIM PPI -2, CSN inh 0, NadD block 0, STEP block -1, DNMT1 inh 0 and Scp-1 inhibitor -21.
`Cc1cc(C)c(S(=O)(=O)c2cc(F)ccc2C)c(=O)[nH]1` gave Rpn11 inh inactive, PABP1 MLLE inh 5, LMPTP inh 0.2, TbMetRS inhib -1.2, SUMO1-SIM PPI 3, CSN inh -3, NadD block -4, STEP block 0, DNMT1 inh 2 and Scp-1 inhibitor -4.
For Cc1cc(N2CCN(c3ccccn3)CC2)n2cc(-c3ccccc3)nc2n1 the results were Rpn11 inh inactive, PABP1 MLLE inh -5, LMPTP inh 0.6, TbMetRS inhib -0.3, SUMO1-SIM PPI 11, CSN inh -2, NadD block 5, STEP block -2, DNMT1 inh -4 and Scp-1 inhibitor -5.
For CCN(CC)S(=O)(=O)c1ccc(C(=O)Nc2cc(C)cc(C)c2)cc1 the results were Rpn11 inh inactive, PABP1 MLLE inh -2, LMPTP inh 0.7, TbMetRS inhib -1.0, SUMO1-SIM PPI -3, CSN inh -2, NadD block -11, STEP block -2, DNMT1 inh -1 and Scp-1 inhibitor -6.
Screening CC(=O)C1=C(C)NC(=O)CC1c1ccc(Br)cc1 (stereo not drawn) returned Rpn11 inh inactive, PABP1 MLLE inh 2, LMPTP inh -1.8, TbMetRS inhib -0.3, SUMO1-SIM PPI 1, CSN inh 1, NadD block 4, STEP block -2, DNMT1 inh 2 and Scp-1 inhibitor -4.
COCCCn1c(=O)/c(=C\c2ccccc2OC(F)F)s/c1=C(/C#N)C(N)=O was read as Rpn11 inh active, PABP1 MLLE inh -60, LMPTP inh -0.3, TbMetRS inhib -2.0, SUMO1-SIM PPI -14, CSN inh 22, NadD block 0, STEP block 0, DNMT1 inh 2 and Scp-1 inhibitor 1.
`CCNCc1cc(Br)c(OCC(=O)Nc2ccccc2)c(OC)c1` gave Rpn11 inh inactive, PABP1 MLLE inh 0, LMPTP inh 0.3, TbMetRS inhib -1.0, SUMO1-SIM PPI 0, CSN inh 4, NadD block 5, STEP block -2, DNMT1 inh 7 and Scp-1 inhibitor -9.
`COc1ccc(S(=O)(=O)NCCc2cn3nc(C)c(C)nc3n2)cc1` gave Rpn11 inh inactive, PABP1 MLLE inh 6, LMPTP inh -1.0, TbMetRS inhib -0.5, SUMO1-SIM PPI -24, CSN inh 0, NadD block 0, STEP block -2, DNMT1 inh 4 and Scp-1 inhibitor -2.
O=C(CSc1nc2cc(Cl)ccc2s1)NCC1CCCO1 (stereo not drawn) was read as Rpn11 inh inactive, PABP1 MLLE inh -27, LMPTP inh 1.1, TbMetRS inhib -0.3, SUMO1-SIM PPI 14, CSN inh 1, NadD block -4, STEP block -2, DNMT1 inh 4 and Scp-1 inhibitor -4.
For CC(=NNC(=O)c1ccc(NS(=O)(=O)c2cccs2)cc1)c1ccc(OCC(N)=O)cc1 the results were Rpn11 inh inactive, PABP1 MLLE inh 10, LMPTP inh -1.6, TbMetRS inhib -0.4, SUMO1-SIM PPI 6, CSN inh 0, NadD block 9, STEP block -1, DNMT1 inh 4 and Scp-1 inhibitor -3.
For CC1(C)CC(=O)c2c(O)cc(OCC(=O)Nc3ccc(CCO)cc3)cc2O1 the results were Rpn11 inh inactive, PABP1 MLLE inh 0, LMPTP inh -0.9, TbMetRS inhib -2.3, SUMO1-SIM PPI 3, CSN inh -3, NadD block 2, STEP block 0, DNMT1 inh -1 and Scp-1 inhibitor -4.
